Assay outcomes as filed in PubChem.
TWEAK-Fn14 inh: inhibitors of TWEAK-Fn14 interaction signaling | TWEAK-stimulated Fn14 reporter cells, luciferase luminescence, 8 h | hit rate 2% among 360,000 | inhibition, % at 10 µM; in the data active = inhibition above about 50%
NCOA1 inh: inhibitors of human steroid receptor coactivator 1 (SRC1). HEK293 GAL4-SRC1 luciferase reporter, luminescence. inhibition, % at 3.6 µM. hit rate 0.12% among 360,000. Q15788. AID 588354;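 active = inhibition above the campaign mean plus 3 SD, with each screening campaign given its own cutoff, cut at about 60% in these data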;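 note: 0% = DMSO treated cells and 100% = gossypol at 36 µM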
NR2F2 inh: inhibitors of human COUP-TFII (NR2F2). AID 686940. hit rate 0.7% among 370,000. inhibition, % at 8.6 µM. P24468. HEK293T NGFI-A luciferase reporter, luminescence;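 active = inhibition above a per-plate cutoff, mean inhibition of test wells between control levels plus 3 SD, cut at about 38% in these data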;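 note: cells cotransfected with COUP-TFII expression vector driving the NGFI-A reporter; 0% = median of COUP-TF2 test wells and 100% = reporter-only cells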
TROY NFkB inh: inhibitors of TROY-dependent NF-kB signaling; Q293 LMP1-TROYcd NF-kB luciferase reporter, 4 h; hit rate 0.98% among 360,000; inhibition, % at 10 µM;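 active = compounds whose plate-normalised and pattern-corrected inhibition of the luciferase reporter signal at the single screening dose is 50% or more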
NOD2 RIPK2 PPI: NOD2-RIPK2 protein interaction inhibition; O43353; CHO BLA complementation NOD2-RIPK2, CCF4 ratio; hit rate 0.38% among 360,000; inhibition, % at 4.98 µM; in the data active = inhibition above about 21%;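 note: 0% = vehicle only and 100% = reference blocker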
LRH-1 inv ag: NR5A2 inverse agonism in reporter assay | O00482 | HEK293T StAR-luciferase reporter, LRH-1 transfected, 24 h | inhibition, % at 3.6 µM | hit rate 0.13% among 360,000;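 active = inhibition above the mean inhibition of all tested compounds plus 3 SD, cut at about 73% in these data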;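 note: 0% = DMSO wells and 100% = reporter-only cells lacking LRH-1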
Exocytosis inh: blocks lytic granule exocytosis; hit rate 0.66% among 360,000; inhibition, % at 10 µM; TALL-104 LAMP-1 surface exposure, flow cytometry; cells stimulated with thapsigargin and PMA;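 active = inhibition above about 55%, limit read from the data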
NCOA3 inh: inhibitors of human steroid receptor coactivator 3 (SRC3); Q9Y6Q9; HEK293 GAL4-SRC3 luciferase reporter, luminescence; inhibition, % at 3.6 µM; hit rate 0.17% among 360,000; AID 588352;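 active = inhibition above a per-campaign cutoff, the mean of all compounds plus 3 SD, cut at about 60% in these data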;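 note: 0% = DMSO-treated cells and 100% = gossypol-treated cells at 36 µM; higher means less SRC3-driven luciferase light from the GAL4 reporter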
ABHD5 PLIN5 PPI: ABHD5-PLIN5 protein interaction inhibition; Q00G26+Q8WTS1; Split G. princeps luciferase complementation, luminescence, 4 h; inhibition, % at 4 µM; hit rate 0.78% among 360,000;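 active = inhibition above the mean inhibition across every tested compound plus 3 SD, cut at about 22% in these data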;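 note: 0% = DMSO only wells and the 100% control is not disclosed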
TLR9-MyD88 block: inhibitors of human TLR9-MyD88 binding; Q9NR96+Q99836; CHO BLA complementation TLR9-MyD88, CCF4 FRET ratio; inhibition, % at 4.98 µM; hit rate 0.21% among 340,000; AID 504734;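 active = inhibition above the mean over all tested compounds plus 3 SD, cut at about 21% in these data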;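 note: 0% = DMSO only wells and 100% = clavulanate BLA inhibitor control wells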
NCOA2 inhibitor: human SRC2 (NCOA2) inhibition; Q15596; HEK293 GAL4-SRC2 luciferase reporter, luminescence; inhibition, % at 9 µM; hit rate 0.17% among 370,000; AID 651957;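 active = inhibition above the mean inhibition of all tested compounds plus 3 SD, set per campaign, cut at about 52% in these data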;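 note: 0% = DMSO treated cells and 100% = cells given Gossypol at 36 µM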
* = called active by the depositor; · = no result given. These rows are one share of the data; count on the stated rates, not on these rows.

SMILES	TWEAK-Fn14 inh	NCOA1 inh	NR2F2 inh	TROY NFkB inh	NOD2 RIPK2 PPI	LRH-1 inv ag	Exocytosis inh	NCOA3 inh	ABHD5 PLIN5 PPI	TLR9-MyD88 block	NCOA2 inhibitor
COc1ccccc1OCCC(=O)OCC(=O)Nc1ccc(Br)cc1	-2	-7	22	-10	11	9	1	9	2	8	-3
CCOCc1c(C(=O)N2CCN(Cc3ccc(Br)s3)CC2)oc2ccccc12	-9	-13	10	11	2	26	1	21	2	-3	2
O=C(NN=Cc1cccc([N+](=O)[O-])c1)c1cccc2ccccc12	-13	-4	18	-19	1	-25	-2	-9	0	-3	-39
CCCNC(=O)C1(C)CCN(Cc2ccc(C)c3ccccc23)C1 (stereo unspecified)	3	5	4	9	-12	-5	1	5	-6	·	-11
CSc1ccc(OC2(C)CCN(Cc3ccc4c(c3)OCCO4)C2)cc1 (stereo unspecified)	-10	0	18	3	-8	14	12	5	-3	·	0
COc1cccc(-c2nn(-c3ccc(C)cc3)cc2C(=O)N2CCN(C3CCS(=O)(=O)C3)CC2)c1 (stereo unspecified)	0	-31	-17	-13	-2	-15	-1	1	10	-6	-21
Cc1c(O)c2c(=O)n(-c3ccccc3)c(-c3ccccc3)cc2oc1=O	-2	-16	2	8	-10	8	-2	-5	4	-3	2
COc1ccc(CCn2c(=N)c(C(=O)NCC3CCCO3)cc3c(=O)n4cccc(C)c4nc32)cc1OC (stereo unspecified)	-45	-7	14	-6	1	-16	7	-2	3	9	5
COc1cccc(/C=N/NC(=O)c2cccc3ccccc23)c1OC	10	-6	-7	-19	-3	-17	7	-1	3	3	7
COc1ccc(CN(CC2CCCO2)S(=O)(=O)c2ccc(-n3cnnn3)c(OC)c2)cc1 (stereo unspecified)	-18	-1	6	1	-7	15	-6	8	-4	-6	-9
O=C(NCc1nc2ccccc2[nH]1)C1=C[C@@H](c2ccccc2)C[C@@H](OCc2ccc(CO)cc2)O1	4	-2	-13	-9	5	0	71*	-13	1	3	8
CN(C)S(=O)(=O)c1ccc(C(=O)NCc2ccccn2)cc1	2	-21	16	-11	5	8	8	4	4	-7	-9
O=C(Cn1cc2c(n1)CCCC2)NCc1ccccn1	-2	9	-4	5	-13	-2	-1	-20	-1	5	-20
O=C1c2cccc3cccc(c23)N1Cc1cccc(F)c1	-17	1	-7	0	5	4	4	-21	-5	4	-19
CSCCC(=O)N1CCCC(CO)(CCCc2ccccc2)C1 (stereo unspecified)	-23	-31	-5	-30	-4	-9	23	8	7	-10	0
CCCCOC(=O)C1[C@H]2C(=O)N(c3ccccc3CC)C[C@]23C=C[C@H]1O3 (stereo partly specified)	1	-88	17	2	7	-22	2	-5	-4	2	3
C=CCN1CCc2c(cc(O)c(O)c2Br)[C@@H](c2ccccc2)C1	-14	-41	8	9	-2	-14	1	2	-4	1	11
CC(C)CCNS(=O)(=O)c1ccc(-c2ccc(S(=O)(=O)NCCC(C)C)cc2)cc1	-24	-41	5	-11	-4	-7	-2	13	5	0	1
O=C(COc1cc(Cl)ccc1Cl)Nc1ccc2[nH]c(=O)[nH]c2c1	-4	-13	-6	25	16	11	-2	-8	18	13	-26
O=C1NC(=Nc2ccccc2)CS1	-18	5	10	-2	-7	5	-7	23	4	-12	-16
Cc1cc2c(s1)c1cnn(-c3ccccc3)c(=O)c1n2C	13	15	5	-3	-7	-10	-1	8	-5	4	15
CCN1CCN(c2c(Cl)cccc2NC(=O)c2ccc([N+](=O)[O-])cc2)CC1	6	-25	11	10	-7	-5	-2	9	-3	10	-16
CCOC(=O)C1CCN(CC(=O)Nc2cc(S(=O)(=O)N3CCCCC3)ccc2Cl)CC1	8	-13	21	23	-7	30	4	3	-1	-2	24
COc1ccc(C2NC(=O)NC(O)(C(F)(F)F)C2C(=O)c2ccc(F)cc2)cc1 (stereo unspecified)	7	16	0	-18	1	-6	-3	26	2	3	-15
CN(CCNC(=O)CN1C(=O)CSc2ccc(S(=O)(=O)N3CCCC3)cc21)Cc1ccccc1	2	3	17	10	-3	6	-2	-20	2	4	-3
Cn1c(CNc2cccc(C(F)(F)F)c2)n[nH]c1=S	-6	15	-1	11	2	4	-1	23	0	7	11
Cc1noc(C)c1S(=O)(=O)N(C)C[C@H]1Oc2c(cccc2N(C)C)C(=O)N([C@H](C)CO)C[C@@H]1C	1	7	-24	-4	1	-13	1	10	6	-12	-66
CCOCCCn1c(SCC(=O)NC(C)C)nc2ccccc2c1=O	10	7	-1	-5	-1	-5	-1	7	8	1	-21
c1coc(-c2ccnc3ncnn23)c1	0	21	5	11	1	-13	-6	-3	2	-3	10
O=C(NCCCN1CCN(c2ccc(F)cc2)CC1)c1cccc(N2CCCC2=O)c1	4	-1	-3	13	-2	6	-2	-1	2	6	3
O=c1/c(=C/c2ccc(O)cc2)sc2n1CCCN=2	-5	-83	-17	-33	-2	-99	0	-61	-4	6	-17
CC(CCc1ccccc1)NCc1cccc2ccccc12 (stereo unspecified)	4	5	-4	-16	2	3	44	3	9	1	13
O=C(Nc1ccc(F)c(Cl)c1)[C@@H]1O[C@H](CO)[C@H](O)[C@H](O)[C@H]1O	-1	7	-6	2	4	-17	-12	-9	3	·	5
CN(C)c1ccc(/C=N/NC(=O)c2cc(-c3ccc4c(c3)OCO4)n[nH]2)cc1	6	-33	-34	-10	13	-19	10	-11	-1	3	-17
COc1cc(C2OCC3C(c4cc(OC)c(OC)c(OC)c4)OCC23)cc(OC)c1OC (stereo unspecified)	-17	-30	-8	-9	11	-14	-4	2	3	11	4
COc1ccc(C2C(C(=O)Nc3ccccc3OC)=C(C)Nc3nnnn32)c(OC)c1 (stereo unspecified)	-14	7	3	-4	4	-9	0	2	7	-4	7
O=C1NCC(COCC2CC=CCC2)O1 (stereo unspecified)	16	0	5	2	2	0	-2	-21	2	-7	7
O=C(O)c1ccc(CSc2nnc(COc3ccc(Cl)cc3Cl)o2)cc1	-32	-13	-14	-60	-10	-36	-1	-32	8	7	-30
COC(=O)c1ccc(C)c(NC(=O)CCSc2ccc(Cl)cc2)c1	17	-9	1	-2	-9	6	-1	0	-2	4	-32
C#CCNC(=O)C[C@@H]1C[C@@]2(C(=O)OCC)CCC=C2N(Cc2ccc3c(c2)OCO3)C1=O	-1	·	8	-12	-12	-28	4	·	-6	·	1
COc1ccc(NC2=C(C(C)=O)C(c3ccc(N(C)C)cc3)C(C(C)=O)C(C)(O)C2)cc1 (stereo unspecified)	-17	-6	18	-1	-6	-4	-5	-20	-8	-3	-12
O=C1CC2C(CC(OC(=O)c3ccc(-c4ccccc4)cc3)C2CO)O1 (stereo unspecified)	1	-64	-16	-13	0	-39	2	-60	8	-8	-117
Cc1ccc(NC(=O)CN2CCC(Cc3ccccc3)CC2)cc1S(=O)(=O)N(C)C	4	-7	11	15	11	-4	16	7	5	-15	25
CCc1ccc2[nH]c(C(=O)Nc3ccc(F)cc3Br)cc2c1	-22	-10	-3	1	-2	11	-3	-15	-3	9	-22
N#CC1=C(Nc2ccccc2)SC=C(c2ccccc2)N=C1N1CCOCC1	-14	-3	3	-42	-6	-7	-2	-15	3	6	-22
CC(C)(C)c1cc(C(=O)N/N=C/c2ccc(-c3ccccc3[N+](=O)[O-])o2)n[nH]1	-13	-24	-8	-22	2	2	5	-2	-19	3	-19
Cc1nn(Cc2c(Cl)cccc2Cl)c(Cl)c1/C=C/C(=O)OCC(=O)NCC(F)(F)F	21	-8	9	30	2	-2	2	3	3	-2	-14
CC(Oc1cccc(Br)c1)C(=O)NNC(=O)c1ccccn1 (stereo unspecified)	-76	3	·	22	3	34	-2	25	3	-1	·
O=S(=O)(N/N=C\c1cccnc1)c1ccccc1	-1	-17	-24	2	1	-3	2	10	-2	-4	-10
Fc1ccc(C2=Nn3c(Cc4ccccc4)nnc3SC2)cc1	4	16	7	2	6	11	-1	4	0	1	-3
The listing continues:
SMILES	TWEAK-Fn14 inh	NCOA1 inh	NR2F2 inh	TROY NFkB inh	NOD2 RIPK2 PPI	LRH-1 inv ag	Exocytosis inh	NCOA3 inh	ABHD5 PLIN5 PPI	TLR9-MyD88 block	NCOA2 inhibitor
Cc1ccc(NC2=C(Cl)C(=O)OC2OC(=O)c2ccccc2)c(C)c1 (stereo unspecified)	18	-14	14	3	4	-7	2	-2	0	2	25
O=C(N/N=C/c1ccco1)C12CC3CC(CC(C3)C1)C2	1	-10	7	-19	18	-37	0	10	-6	1	-22
CCN(CC)S(=O)(=O)c1ccc2oc(C(=O)Nc3ccc(OC)cc3OC)c(C)c2c1	1	2	-1	33	-2	0	-1	1	5	6	-29
Cc1ccc(C(=O)O)cc1NC(=S)NC(=O)c1ccc(-c2ccccc2)cc1	-1	-63	-22	-2	-2	-75	-2	-41	-11	7	-46
CC1CCN(S(=O)(=O)c2ccc(C(=O)N(C)C3CCS(=O)(=O)C3)cc2)CC1 (stereo unspecified)	-147	7	-10	5	-4	-3	-16	-20	-3	-5	-14
O=C(c1ccccc1)c1ccc(OCC(O)CN2CCOCC2)cc1 (stereo unspecified)	-2	-12	9	-10	1	5	0	10	-4	-2	8
Cc1cccc(NC(=O)/C(=C\c2ccco2)NC(=O)c2ccccc2)c1	-14	-8	16	-23	-5	-13	-1	11	6	2	-7
COc1cc(C)nc(N(C)S(=O)(=O)c2ccccc2Cl)n1	1	14	4	16	-4	9	1	12	-1	1	-3
Cc1ccc(CCNC(=O)CN2C(=O)COc3ccccc32)cc1	7	3	7	-6	-5	-8	2	18	-1	-4	-24
Cc1ccccc1N(CC(=O)N/N=C/c1ccc(Cl)cc1)C(=O)c1ccccc1	16	-22	4	-4	-5	11	1	3	-8	0	1
CC1(c2ccccc2)NC(=O)N(CC(=O)Nc2ccccc2C(=O)N2CCCCC2)C1=O (stereo unspecified)	9	-13	3	3	2	10	-16	0	-2	7	-17
COc1ccccc1N1CCN(C(=O)CN(c2cc(C)cc(C)c2)S(C)(=O)=O)CC1	-7	10	1	4	-3	-12	-2	-8	-1	-3	11
NC(=O)CC(NC(=O)c1cccc(Br)c1)c1ccc(NC2CCCCCCC2)c([N+](=O)[O-])c1 (stereo unspecified)	9	-17	7	4	6	-5	-5	16	-4	-7	10
COc1ccc(C(=O)NC2CCCCCC2)cc1S(=O)(=O)N1CCOCC1	3	-45	15	4	-11	-15	4	19	-9	-5	7
COc1ccc(N(C(=O)c2ccco2)C(C(=O)NC2CCCCC2)c2ccccc2)cc1 (stereo unspecified)	13	8	6	1	-10	3	0	-2	5	0	3
